# Compound activity: PubChem, National Center for Advancing Translational Sciences (NCATS)
# aGlu spleen mod: lysosomal alpha-glucosidase (human) modulation; Potency, µM (doses to about 79.9 µM), without a hit: top-dose activity change, negative = inhibition, actives largely listed as inhibitors; P10253; 0.006% of 240,000 active; human spleen homogenate, 4-MU-alpha-glucoside fluorescence; AID 2112;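 further: 0% = enzyme with vehicle and -100% = no enzyme basal signal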
#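 AC50 values come from Hill-equation fits of concentration-response data, normalized to no-enzyme and full-activity controls. Enzyme source: 1 ug human spleen homogenate; 1 mM fluorogenic 4-MU glucoside, pH 5.0 citrate buffer, 37 C, 40 min.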
# GAA inhib: inhibitors of human lysosomal alpha-glucosidase. P10253. purified human GAA, 4-MU-alpha-glucoside fluorescence. Potency, µM (series often up to 76.9 µM), without a hit: top-dose activity change, negative = inhibition, actives largely listed as inhibitors. 0.005% of 200,000 active. AID 1466;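 further: plate controls were uninhibited enzyme wells for no effect and no-enzyme background for full effect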
#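 Human enzyme at 4 nM with 400 uM 4-methylumbelliferyl-alpha-D-pyranoside, citrate/phosphate buffer pH 5.0, 0.005% Tween-20, 20 min at room temperature. Compounds up to 77 uM. 4-MU fluorescence (Ex 365/Em 440) read after NaOH/glycine stop; AC50 from Hill fit.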
# NPSR antagonist: blocks cAMP signaling of the human neuropeptide S receptor; CHO-NPSR cells, cAMP TR-FRET, antagonist mode; Potency, µM (top dose mostly 38.3 µM), for the others: at the top dose activity change, negative = inhibition, actives largely listed as inhibitors; 1% of 220,000 active; further: on the % scale 0 is the no-effect control and ±100 the full control effect; nearly all actives have a fitted effect of over 50% in size; many of its hits are not listed in these tables
# Target sequence (Q6W5P4 whole entry, looked up): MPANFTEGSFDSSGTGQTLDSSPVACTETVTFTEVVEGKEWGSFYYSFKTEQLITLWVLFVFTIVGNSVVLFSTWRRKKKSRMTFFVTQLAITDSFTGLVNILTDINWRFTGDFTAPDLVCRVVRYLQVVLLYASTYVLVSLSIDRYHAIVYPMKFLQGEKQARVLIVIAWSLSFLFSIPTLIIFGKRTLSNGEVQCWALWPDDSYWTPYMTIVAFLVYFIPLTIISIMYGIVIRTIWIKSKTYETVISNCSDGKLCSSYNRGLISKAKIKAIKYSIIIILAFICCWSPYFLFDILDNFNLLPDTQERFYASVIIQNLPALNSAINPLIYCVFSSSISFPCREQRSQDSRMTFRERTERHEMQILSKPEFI
# aGal spleen mod: inhibitors or activators of human alpha-galactosidase in spleen homogenate; Potency, µM (titrated, usually from 80 µM), without a hit: top-dose activity change, negative = inhibition, actives largely listed as inhibitors; 0.008% of 240,000 active; human spleen homogenate, 4MU-alpha-Gal fluorescence, 40 min; P06280;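 further: 0% = enzyme with vehicle and -100% = no enzyme basal signal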
#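 Human spleen homogenate (1 ug) as enzyme source, 4-methylumbelliferyl-alpha-D-galactopyranoside 1 mM final, citrate/phosphate pH 5.0 with 0.01% Tween-20. Compounds 40 min at 37C, NaOH/glycine stop; fluorescence Ex 365/Em 440, Hill-fit AC50.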
# GAA glycogen: alters human alpha-glucosidase cleavage of glycogen; P10253; recombinant GAA, glycogen substrate, Amplex Red glucose oxidase fluorescence; Potency, µM (titrated, usually from 76.4 µM), for the others: at the highest dose activity change, negative = inhibition, most hits filed as inhibitors; 0.38% of 300,000 active;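 further: 0% = full enzyme reaction and -100% = no-enzyme basal signal; the screen sought inhibitors and activators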
#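 qHTS, 1536-well; enzyme 4 nM final; cpd up to 77 uM; substrate bovine liver glycogen 30 ug; 50 mM citrate/phosphate pH 5.0, 0.01% Tween-20; 37 C, 40 min; Amplex Red detection 45 min RT; Hill fit → AC50.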
# Epigenetic reg: derepresses silenced GFP reporter in murine cells; Potency, µM (series often up to 53.9 µM), for inactives: at the top dose GFP activation, hits mostly activators; murine LDR cells, GFP reporter derepression, 30 h; 0.2% of 280,000 active; further: % of control where 0% means no effect; nearly all actives have a fitted effect of over 60% in size
#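 Derepression of a silenced CMV-GFP reporter in murine LDR cells is scored by enumerating GFP-positive cells with a laser-scanning microplate cytometer after 30 hours of treatment at 37 C.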
# Tau fluor cs: counter-screen for tau fibril formation inhibitors | tau K18 P301L (four-repeat tau fragment) Alexa594 fluorescence, heparin fibrillization | Potency, µM (top dose mostly 57.7 µM), for inactives: at the top dose activity change, negative = decrease | 0.93% of 280,000 active | AID 1463; further: on the % scale 0 is the no-effect control and ±100 the full control effect; nearly all actives have a fitted effect of over 55% in size
#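 Human K18 P301L tau (15 uM unlabeled plus 0.24 uM Alexa 594-labeled, final) in 100 mM sodium acetate pH 7 was mixed with compound and 20 uM heparin and incubated 6 hr at 37 C.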
# ALDH1A1 block: blocks purified human ALDH1A1 activity; P00352; Purified ALDH1A1, NADH fluorescence, propionaldehyde substrate; Potency, µM (titrated, usually from 75.3 µM), for inactives: at the highest dose activity, negative = inhibition, hits mostly inhibitors; 7.3% of 220,000 active; active means well fitted inhibition curve with a large enough effect, not every such curve was filed as active; inconclusive means small, poorly fitted or top-dose-only effect, or another doubt; inactive means no such curve, though single readings can be large or run the other way;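 further: plate controls were no enzyme wells and a reference inhibitor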
# Target sequence (P00352 whole entry, looked up): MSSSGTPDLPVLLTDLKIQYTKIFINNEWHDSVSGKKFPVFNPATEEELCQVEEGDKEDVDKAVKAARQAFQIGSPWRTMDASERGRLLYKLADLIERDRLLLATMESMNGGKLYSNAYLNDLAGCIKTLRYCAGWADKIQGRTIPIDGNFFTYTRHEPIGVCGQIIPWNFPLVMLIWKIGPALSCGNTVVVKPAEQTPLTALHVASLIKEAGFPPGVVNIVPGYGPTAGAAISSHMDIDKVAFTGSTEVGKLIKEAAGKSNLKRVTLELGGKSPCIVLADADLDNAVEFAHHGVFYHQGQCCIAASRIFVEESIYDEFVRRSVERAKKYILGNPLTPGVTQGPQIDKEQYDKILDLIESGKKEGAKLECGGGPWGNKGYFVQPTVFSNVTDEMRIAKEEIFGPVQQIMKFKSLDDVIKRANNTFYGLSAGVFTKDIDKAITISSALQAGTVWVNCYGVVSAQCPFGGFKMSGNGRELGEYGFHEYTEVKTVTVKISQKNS
# Numbers without * were called inactive; u = inconclusive; x = no result given; & = joins results of further samples; [ ] = dose if it differs, or a comment. Unless noted, the call rests on the fitted dose curve; in most records, active means well fitted curve in the direction sought with a large enough effect; inconclusive means small, poorly fitted or top-dose-only effect, or another doubt; inactive means no such curve, though single readings can be large; an effect the other way counts as inactive or inconclusive. Potency means the concentration at half of the fitted maximal effect. The list is partial (hit frequency here may not be typical).
# Start of the data: the first 3 compounds, ahead of the listing:
1	COc1cc(C)c(/C=C(\C#N)C(=O)Nc2ccc(C)cc2)cc1C(C)C
2	Cc1cc(C)nc(N2CCCC(C(=O)NC(C)CCc3ccco3)C2)n1 (stereo unspecified)
3	COc1ccccc1NC(=O)Cn1nc(-c2ccc(Cl)cc2)c2ccccc2c1=O

assay / compound,1,2,3
aGlu spleen mod,0%,-5%,-5%
GAA inhib,2%,4%,0%
NPSR antagonist,-9%[46.1 µM],-8%[46.1 µM],-28%[46.1 µM]
aGal spleen mod,0%,4%,2%
GAA glycogen,-1%,8%,-7%
Epigenetic reg,2.3%,-6.6%,-0.4%
Tau fluor cs,4%,1%,-25%
ALDH1A1 block,-8%,u,u

# This part in full, previewed entries included:
1	COc1cc(C)c(/C=C(\C#N)C(=O)Nc2ccc(C)cc2)cc1C(C)C
2	Cc1cc(C)nc(N2CCCC(C(=O)NC(C)CCc3ccco3)C2)n1 (stereo unspecified)
3	COc1ccccc1NC(=O)Cn1nc(-c2ccc(Cl)cc2)c2ccccc2c1=O
4	Cc1nnc(NCCN2CCOCC2)[nH]c1=O
5	CCOc1ccccc1CN1CCN(C2CCOCC2)CC1CCO (stereo unspecified)
6	Cc1nc(Nc2ccc(S(=O)(=O)N3CCCC3)cc2)c2nnn(Cc3ccccc3)c2n1

assay / compound,1,2,3,4,5,6
aGlu spleen mod,0%,-5%,-5%,1%,3%,-1%
GAA inhib,2%,4%,0%,-2%,12%,4%
NPSR antagonist,-9%[46.1 µM],-8%[46.1 µM],-28%[46.1 µM],6%[46.1 µM],-17%,-24%
aGal spleen mod,0%,4%,2%,-4%,-3%,5%
GAA glycogen,-1%,8%,-7%,1%,-10%,12%
Epigenetic reg,2.3%,-6.6%,-0.4%,-7.3%,0.0%,0.0%
Tau fluor cs,4%,1%,-25%,0%,-8%,4%
ALDH1A1 block,-8%,u,u,-9%,0%,6%

7	O=C(CSc1ccc2nnc(-c3cccnc3)n2n1)NCC1CCCO1 (stereo unspecified)
8	Nc1nc2n(n1)C(=O)CC(c1ccccc1[N+](=O)[O-])N2 (stereo unspecified)
9	C(=N\N1CCOCC1)/c1nc(-c2ccccc2)n2ccccc12
10	CN(C)c1ccc(C(C#N)c2ccc(Cl)cc2)nn1 (stereo unspecified)
11	Cn1c(=O)c2c(nc(CN3CCc4ccccc4C3)n2CCCO)n(C)c1=O
12	CCn1c(SCC(=O)Nc2ccc3c(c2)OCCO3)nnc1-c1cccs1

assay / compound,7,8,9,10,11,12
aGlu spleen mod,-6%,6%,-9%,3%,1%,4%
GAA inhib,-2%,8%,4%,0%,2%,-4%
NPSR antagonist,12%[46.1 µM],2%,-36%,-3%,4%,-6%[46.1 µM]
aGal spleen mod,0%,5%,-13%,9%,-1%,7%
GAA glycogen,-1%,-18%,21%,u,6%,-16%
Epigenetic reg,0.0%,-0.2%,-0.6%,-2.6%,-1.4%,-2.4%
Tau fluor cs,8%,-3%,-16%,8%,-4%,-16%
ALDH1A1 block,u,4%,u,-7%,u,u

13	Cc1ccn2c(C(=O)NN=C3CCN(C)CC3)c(C)nc2c1
14	CCCCC/C(=N\NC(=O)CCC(=O)NCc1ccccc1)c1ccccc1
15	O=C(/C=C/c1ccccc1)C1=C(O)C(=O)N(CCO)C1c1ccc2c(c1)OCO2 (stereo unspecified)
16	COC(C[C@@H]1O[C@@H]1C(=O)COCc1ccccc1)OC
17	CCn1c(C)cc(/C=C2\NC(=O)N(Cc3ccccc3)C2=O)c1C
18	O=C(O)C1=C[C@@H](c2ccc(F)cc2)C[C@@H](OCCCCO)O1

assay / compound,13,14,15,16,17,18
aGlu spleen mod,3%,2%,-9%,2%,-3%,-2%
GAA inhib,2%,-5%,-7%,x,1%,x
NPSR antagonist,26%,3%,-1%,29%,-15%[46.1 µM],25%
aGal spleen mod,1%,4%,1%,4%,7%,-1%
GAA glycogen,u,-6%,-20%,-9%,-7%,1%
Epigenetic reg,2.0%,2.6%,-1.4%,12%,-0.6%,-0.4%
Tau fluor cs,-11%,1%,-8%,-6%,-21%,1%
ALDH1A1 block,2.2µM*,4%,u,x,8.9µM*,x

# Profiles, quoted from the list.
# `O=C(O)C1=C[C@@H](c2ccc(F)cc2)C[C@@H](OCCCCO)O1` in the list: aGlu spleen mod: -2%; GAA inhib: x; NPSR antagonist: 25%; aGal spleen mod: -1%; GAA glycogen: 1%; Epigenetic reg: -0.4%; Tau fluor cs: 1%; ALDH1A1 block: x
# `CCCCC/C(=N\NC(=O)CCC(=O)NCc1ccccc1)c1ccccc1` in the list: aGlu spleen mod: 2%; GAA inhib: -5%; NPSR antagonist: 3%; aGal spleen mod: 4%; GAA glycogen: -6%; Epigenetic reg: 2.6%; Tau fluor cs: 1%; ALDH1A1 block: 4%

# Other results:
19	CC1Cc2nc(SCC(=O)N3CCN(c4ccccc4)CC3)n(C)c(=O)c2S1 (stereo unspecified)
20	C/C(=N\NC(=S)NCc1ccccc1)c1cccs1
21	O=C(CCCC(=O)N(CC(=O)NC1CCCC1)C1CCCC1)Nc1ccccn1
22	Cc1cccc(Cn2ccc(NC(=O)c3ccc4c(c3)OCO4)n2)c1
23	O=C(CN1CCSCC1)N/N=C/c1ccc(F)cc1F
24	C/C(=N\NC(=O)COc1ccc(C)cc1Br)c1cc([N+](=O)[O-])cs1

assay / compound,19,20,21,22,23,24
aGlu spleen mod,0%,-5%,-5%,0%,16%,6%
GAA inhib,0%,-5%,-3%,-3%,4%,u
NPSR antagonist,-10%[46.1 µM],-47%,-11%[7.67 µM],-11%,-10%[46.1 µM],0%
aGal spleen mod,0%,3%,-9%,0%,3%,6%
GAA glycogen,-9%,-8%,7%,0%,-3%,-10%
Epigenetic reg,0.1%,u,-4.0%,2.5%,-4.2%,-1.6%
Tau fluor cs,-7%,-17%,-6%,-24%,4%,-21%
ALDH1A1 block,-2%,u,u,-4%,32µM*,-4%

25	CCCCCCC(=O)OC1CC(C)(C)NC(C)(C)C1
26	COC(=O)c1scc(C)c1S(=O)(=O)Nc1ccc(C)cc1
27	O=C(CCCNC(=O)c1ccc(Cl)cc1)Nc1ccc(S(=O)(=O)Nc2ncccn2)cc1
28	COC(=O)NC(=C(Cl)Cl)S(=O)(=O)c1ccccc1
29	NC(=O)N/N=C/c1ccccc1OC(=O)c1ccccc1Br
30	Cc1ccc(C2C(C#N)=C(N)SC(N)=C2C#N)o1

assay / compound,25,26,27,28,29,30
aGlu spleen mod,-10%&-4%,1%,4%,-2%,-1%,-7%
GAA inhib,x,x,u,3%,u,-3%
NPSR antagonist,x,-3%,-14%,-30%[46.1 µM],7%,16%[46.1 µM]
aGal spleen mod,-3%&3%,-3%,-6%,1%,12%,11%
GAA glycogen,x,0%,8%,5%,-7%,-11%
Epigenetic reg,3.2%,0.0%,1.1%,4.3%,-1.3%,-8.2%
Tau fluor cs,-9%,-1%,-2%,-4%,-8%,u
ALDH1A1 block,3%,x,-8%,u,9%,u

31	COc1ccc(CNC(=O)c2coc(=O)c3ccccc23)cc1
32	Nc1nnc(CSCc2ccc(F)cc2)s1
33	C/C(=N\N1CCN(Cc2ccccc2)CC1)c1ccco1
34	COC(=O)c1ccc(C(NC(=O)OCc2ccccc2)/C(C)=C/[C@@H](C)C(=O)N(C)Cc2cccnc2)cc1 (stereo partly specified)
35	CC(NC(=O)C1CCCCC1)C(c1cccs1)N1CCN(C)CC1 (stereo unspecified)
36	CCCCc1c(O)nc(SCC(=O)c2ccccc2)n(-c2ccccc2OC)c1=O

assay / compound,31,32,33,34,35,36
aGlu spleen mod,-3%,-5%,-2%,-3%,-1%,5%
GAA inhib,-6%,-5%,-1%,x,x,x
NPSR antagonist,6%,-2%[46.1 µM],3%,x,15%,11%[7.67 µM]
aGal spleen mod,4%,-6%,-7%,-1%,2%,4%
GAA glycogen,8%,-4%,u,x,6%,-5%
Epigenetic reg,-0.1%,-0.8%,1.1%,-1.4%,5.2%,-0.3%
Tau fluor cs,-10%,3%,10%,-10%,7%,-7%
ALDH1A1 block,4%,10µM*,-2%,-12%,x,x

37	CCn1c(C)nc2cc(C(=O)NNC(=O)Nc3ccc(Cl)cc3)ccc21
38	C=C(C)C1CC=C(C)/C(=N\NC(=O)CNc2ccccc2OC)C1 (stereo unspecified)
39	O=C(Nc1cc(Cl)cc(Cl)c1)c1coc(=O)c(Br)c1
40	Cc1[nH]c2ccccc2c1C(=O)COC(=O)C1CCC(=O)N1 (stereo unspecified)
41	CCn1c(SCC(=O)NC2CCCc3ccccc32)nnc1-c1cccs1 (stereo unspecified)
42	CCN(CC)S(=O)(=O)c1cccc(C(=O)OCC(=O)c2ccc3c(c2)NC(=O)CO3)c1
43	COc1ccccc1NC(=O)CSCC(=O)N1c2ccccc2CCc2ccccc21

assay / compound,37,38,39,40,41,42,43
aGlu spleen mod,0%,-6%,4%,-15%,6%,2%,-2%
GAA inhib,u,-5%,u,0%,-5%,u,u
NPSR antagonist,10%,-10%,u,-7%[46.1 µM],-13%[46.1 µM],-13%[46.1 µM],-30%
aGal spleen mod,-3%,-4%,u,9%,-1%,0%,5%
GAA glycogen,9%,7%,0%,1%,-1%,-14%,-3%
Epigenetic reg,2.1%,-1.0%,u,-0.5%,-1.1%,0.7%,-1.3%
Tau fluor cs,-1%,-27%,-21%,7%,5%,-27%,-7%
ALDH1A1 block,u,u,u,-5%,-7%,10%,u

# 3 of the entries above in order of their number in ALDH1A1 block, low to high:
No. | molecule | GAA inhib | NPSR antagonist | aGal spleen mod | GAA glycogen | Epigenetic reg | ALDH1A1 block
13 | Cc1ccn2c(C(=O)NN=C3CCN(C)CC3)c(C)nc2c1 | 2% | 26% | 1% | u | 2.0% | 2.2µM*
32 | Nc1nnc(CSCc2ccc(F)cc2)s1 | -5% | -2%[46.1 µM] | -6% | -4% | -0.8% | 10µM*
23 | O=C(CN1CCSCC1)N/N=C/c1ccc(F)cc1F | 4% | -10%[46.1 µM] | 3% | -3% | -4.2% | 32µM*
